PKM2 act: PKM2 (human) enzyme activation; purified PKM2, Kinase-Glo ATP luminescence, activation; response scale: 0% is enzyme alone, no compound; Potency, µM (highest dose often 57.5 µM), for inactives: top-dose activation, hits mostly activators; 260,000 tested, 0.34% active; AID 1631; note: potency is the fitted concentration of half-maximal effect; % is set by controls: 0 for no effect and ±100 for the full control effect; nearly all actives have a fitted effect of over 55% in size
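Purified hPK-M2 (>95% pure) converted ADP (0.1 mM final) to ATP with 0.5 mM PEP in 50 mM imidazole pH7.2, KCl, MgCl2, Tween 20, BSA; 1 h at room temperature. ATP detected by Kinase-Glo luminescence.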
TSHR antag: antagonists of human thyroid stimulating hormone receptor; TSHR-expressing cells, TSH-stimulated cAMP HTRF, 2 h; active compounds read low; activity change, negative = inhibition, % at 11.5 µM; 330,000 tested, 0.2% active;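 active = activity change below a set negative limit, meaning inhibition stronger than a set level, cut at about -70% in these data; inconclusive = activity change between two set negative limits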; note: % is set by controls: 0 for no effect and ±100 for the full control effect
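Read-out is FRET at 665 nm (cryptate excitation 337 nm) from a cryptate-tagged anti-cAMP antibody, competed by cell cAMP against cAMP-d2. Compounds are tested on freshly harvested TSHR cells challenged with 4nM TSH (EC80) for 2 hours at 37 deg C.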
Chronic BCR inh: chronic active BCR signaling inhibition; 340,000 tested, 0.05% active; ABC-DLBCL IkBa-CBG/CBR reporter, luminescence ratio, 4 h; AID 493014; Potency, µM (titrated, usually from 46.1 µM), for the others: at the highest dose ratio change, negative = lower green/red ratio, actives largely listed as inhibitors; active = well fitted inhibition curve with a large enough effect in the signal ratio, with a control signal flat, not every such curve was filed as active; inconclusive = small, poorly fitted or top-dose-only effect, or effect the other way, or a change in a side signal; the % refers to the signal ratio;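 note: potency is the fitted concentration of half-maximal effect; plate controls were basal doxycycline-induced cells for no effect and cells given 10 µM MG132 for full effect; MG132 reads +100%, hits lower the ratio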
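Compounds up to 46 uM were incubated four hours with TMD8 cells whose green CBG68 luciferase is fused to IkappaBalpha; red CBR luminescence normalised the signal, and concentration-effect curves were fitted to fusion, red and ratio data.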
Mito fusion yeast: mitochondrial division inhibition or fusion activation | S. cerevisiae fusion-defective mutant growth rescue, CellTiterGlo 48 h | Potency, µM (doses to about 46.1 µM), inactives show top-dose growth rescue (activation), actives largely listed as activators | 320,000 tested, 0.23% active;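 note: potency is the fitted concentration of half-maximal effect; % of control where 0% means no effect; nearly all actives have a fitted effect of over 45% in size; temperature-sensitive fusion mutants such as fzo1-1 at 37 °C on non-fermentable ethanol glycerol medium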
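Luminescent cell viability in 1536-well qHTS format served as the measure of rescued growth in ts fusion-mutant S. cerevisiae cultured on non-fermentable YPEG for 48 hours at 37C.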
Menin MLL FP TR: menin-MLL binding inhibition, Texas Red mutant peptide; Menin + Texas Red MLL mutant peptide, fluorescence polarization; 270,000 tested, 0.23% active; O00255; Potency, µM (top dose mostly 61.6 µM), without a hit: at the highest dose FP activity change, negative = inhibition, usual class: inhibitors; active = well fitted inhibition curve with a large enough effect in the polarisation, with a control signal flat, not every such curve was filed as active; inconclusive = small, poorly fitted or top-dose-only effect, or effect the other way, or a change in a side signal; inactive = no such curve, though single readings can be large or run the other way; the % refers to the polarisation; note: potency is the fitted concentration of half-maximal effect; % of control where 0% means no effect; many of its hits are not listed in these tables
GALK inhibitor: galactokinase (human) inhibition. P51570. Purified GALK, Kinase-Glo residual ATP luminescence. Potency, µM (highest dose often 57.5 µM), for the others: top-dose activity change, negative = inhibition, most hits filed as inhibitors. 270,000 tested, 0.007% active. AID 1868; note: potency is the fitted concentration of half-maximal effect; % is set by controls: 0 for no effect and ±100 for the full control effect
Target sequence (P51570 whole entry, looked up): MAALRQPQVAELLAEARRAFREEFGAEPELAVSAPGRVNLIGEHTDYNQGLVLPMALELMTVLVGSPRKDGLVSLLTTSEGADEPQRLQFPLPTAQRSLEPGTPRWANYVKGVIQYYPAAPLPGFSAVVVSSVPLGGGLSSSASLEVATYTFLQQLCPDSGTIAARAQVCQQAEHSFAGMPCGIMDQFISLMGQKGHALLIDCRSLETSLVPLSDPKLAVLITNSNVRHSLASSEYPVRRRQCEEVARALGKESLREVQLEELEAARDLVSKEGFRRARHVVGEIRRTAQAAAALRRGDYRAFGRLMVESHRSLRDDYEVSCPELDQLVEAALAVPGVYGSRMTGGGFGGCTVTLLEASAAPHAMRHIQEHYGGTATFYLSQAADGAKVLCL
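Luminescence from leftover ATP (Ultra-Glo luciferase/luciferin) served as read-out after a 1 h room-temperature reaction of 5 nM GALK with 35 uM ATP and 100 uM galactose.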
MBNL1-CUG inh: blocks human MBNL1 binding to CUG repeat RNA | Q9NR56 | 280,000 tested, 0.036% active | Potency, µM (titrated, usually from 57.5 µM), for the others: top-dose activity change, negative = inhibition, actives largely listed as inhibitors | TR-FRET MBNL1-His/biotin-(CUG)12 binding, 665/545 ratio; active = well fitted inhibition curve with a large enough effect in the signal ratio, with a control signal flat, not every such curve was filed as active; inconclusive = small, poorly fitted or top-dose-only effect, or effect the other way, or a change in a side signal; inactive = no such curve, though single readings can be large or run the other way; the % refers to the signal ratio; note: potency is the fitted concentration of half-maximal effect; % is set by controls: 0 for no effect and ±100 for the full control effect
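MBNL1-His + Biotin-(CUG)12, cpd titration 92 nM–58 uM; Tb anti-His Ab 0.055 ng/ul, SA-XL665 5 nM (final); 60 min RT; ratiometric 665/545 nm, Ex 340 nm; normalized to buffer and full-complex controls.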
hERG WT inh: inhibitors of human wildtype KCNH2 potassium channel; U2OS, BacMam KCNH2, thallium flux FluxOr; active compounds read low; Q12809; 340,000 tested, 0.37% active; activity change, % at 1.84 µM; AID 720551;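 active = maximum activity change below -70%; inconclusive = maximum activity change between -70% and -50%; inactive = maximum activity change above -50%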; note: % is set by controls: 0 for no effect and ±100 for the full control effect
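U2OS cells were transduced with wild-type KCNH2 virus (2.03 x 10^8 / mL) for 4 h at room temperature, then cultured overnight at 37 C. Thallium flux was read with FluxOr dye. Rate constants were normalized to DMSO controls.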
ASM inhibitor: human S-ASM enzyme inhibition. P17405. placental ASM, HMU-PC fluorogenic substrate, 60 min. 340,000 tested, 0.006% active. Potency, µM (highest dose often 57.5 µM), for inactives: top-dose activity change, negative = inhibition, usual class: inhibitors. AID 504937; note: potency is the fitted concentration of half-maximal effect
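Fluorogenic HMU-PC substrate (9 uM final) is turned over by placental ASM in 60 min at 37 C after a 10 min compound preincubation. Reaction ended by alkaline stop (pH 10), with fluorescence read at 386/447 nm.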
USP2a block: inhibitors of human ubiquitin-specific protease USP2a; O75604; AID 463254; Potency, µM (highest dose often 38.3 µM), inactives show at the top dose activity change, negative = inhibition, actives largely listed as inhibitors; 330,000 tested, 0.01% active; USP2 core, Ub-CHOP2 coupled fluorogenic reporter, 485/531;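 note: potency is the fitted concentration of half-maximal effect; plate controls were DMSO wells for no effect and full inhibition by NEM control for full effect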
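Cell-free coupled assay: 10nM USP2 core preincubated 30min RT with compound in Tris-HCl pH 8.0/CaCl2/CHAPS buffer, then 25nM Ub-CHOP2 and 25nM reporter substrate; fluorescence (Ex 485/Em 531) read after 60min RT, normalized to NEM inhibition, concentration-response curves fitted.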
Eya2 phos inh: blocks the phosphatase activity of human Eya2; recombinant Eya2, OMFP fluorescence dephosphorylation (OMFP is methylfluorescein phosphate); O00167; 330,000 tested, 0.006% active; Potency, µM (series often up to 76.9 µM), without a hit: at the top dose activity, negative = inhibition, hits mostly inhibitors; note: potency is the fitted concentration of half-maximal effect; % is set by controls: 0 for no effect and ±100 for the full control effect
Target sequence (O00167 whole entry, looked up): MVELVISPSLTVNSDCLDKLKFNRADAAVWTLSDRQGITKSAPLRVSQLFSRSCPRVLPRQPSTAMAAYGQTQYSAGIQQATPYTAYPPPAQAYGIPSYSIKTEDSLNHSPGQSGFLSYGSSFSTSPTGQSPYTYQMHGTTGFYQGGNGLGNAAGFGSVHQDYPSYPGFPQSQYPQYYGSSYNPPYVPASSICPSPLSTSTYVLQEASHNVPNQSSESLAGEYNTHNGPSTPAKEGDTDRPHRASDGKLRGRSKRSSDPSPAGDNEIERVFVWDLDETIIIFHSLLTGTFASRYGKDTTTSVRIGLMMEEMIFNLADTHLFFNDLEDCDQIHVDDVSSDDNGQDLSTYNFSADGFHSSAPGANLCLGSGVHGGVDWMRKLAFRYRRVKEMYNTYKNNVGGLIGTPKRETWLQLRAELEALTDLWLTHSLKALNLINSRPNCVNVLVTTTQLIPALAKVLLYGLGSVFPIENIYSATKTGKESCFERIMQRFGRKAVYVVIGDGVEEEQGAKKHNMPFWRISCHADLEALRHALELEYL
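Eya2 (0.2 uM) preincubated 10 min at ambient with compound, then OMFP substrate added at 50 uM; 10 min reaction in 50 mM HEPES pH 7.5, 50 mM NaCl, 5 uM MgCl2, 0.05% BSA, 1 mM DTT. Fluorescence read at Ex 485/Em 525 nm.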
* hit, by the source's call; ? = inconclusive; / = not tested or not shown; [ ] = dose if it differs, or a comment. Unless noted, calls come from the whole dose curve; as a rule, active = well fitted curve in the direction sought with a large enough effect; inconclusive = small, poorly fitted or top-dose-only effect, or another doubt; inactive = no such curve, though single readings can be large; an effect the other way counts as inactive or inconclusive. Some of the compounds tested; count on the stated rates, not on these rows.

SMILES	PKM2 act	TSHR antag	Chronic BCR inh	Mito fusion yeast	Menin MLL FP TR	GALK inhibitor	MBNL1-CUG inh	hERG WT inh	ASM inhibitor	USP2a block	Eya2 phos inh
Cc1ccc(S(=O)(=O)N2CCOCC2)cc1NC(=O)COC(=O)c1cnccn1	/	43.3	4.0%	-5.5%	/	/	/	1.2	6.0%	1.7%	-13.9%
O=C(COc1ccccc1)NCCSCc1ccccc1Cl	-0.7%	4.3	-6.9%	9.7%	-10.7%	2.5%	-7.9%	-3.1	-0.7%	0.2%	-0.6%
COc1cccc(CNC(=O)C2CCCN(S(=O)(=O)c3c(C)n[nH]c3C)C2)c1 (stereo unspecified)	1.0%	-11.5	-3.4%	0.4%	9.0%	1.5%	5.2%	-2.7	0.3%	-5.4%	-17.2%
COc1ccccc1NS(=O)(=O)c1cc(NC(=O)c2ccccc2F)ccc1N1CCOCC1	-1.6%	23.1	-9.3%	13.3%	-8.9%	5.5%	-2.0%	1.1	-7.9%	-0.8%	3.0%
O=C(CSc1ccccc1)NCc1ccc(F)cc1	-0.2%	21.1	?	-0.8%	-22.3%	-2.3%	-0.4%	-3.3	-4.1%	-0.4%	-1.1%
CCOc1ccc(S(=O)(=O)NC2CCCCCC2)cc1	1.1%	16.3	-4.0%	6.5%	2.5%	11.3%	-3.3%	/	-7.8%	-7.8%	-7.1%
CCc1cc2c3c([nH]c2cc1S(=O)(=O)NCCCOC)CC(C)(C)CC3=O	/	-3.9	-6.5%	-4.2%	-18.2%	/	0.4%	-4.7	4.8%	-0.7%	-17.4%
CCOc1ccccc1-n1c(SCC(N)=O)nnc1-c1ccccc1	-9.6%	5.8	-0.9%	2.1%	4.2%	2.1%	5.2%	5.3	2.6%	-0.8%	6.9%
O=C(NC(=S)NCC1CCCO1)c1ccc([N+](=O)[O-])cc1 (stereo unspecified)	0.0%	10.7	5.7%	-0.2%	-19.0%	1.5%	/	2.8	-0.1%	1.4%	-1.4%
O=C(NNC(=S)Nc1ccccc1)c1ccc2ncccc2c1	-2.5%	13.2	?	4.3%	7.9%	4.4%	8.1%	6.4	-1.9%	-3.1%	-6.2%
Nc1ncccc1C(=O)OCC(=O)N1CCN(S(=O)(=O)c2ccc(Cl)cc2)CC1	/	26.4	4.3%	-2.3%	/	/	/	-0.7	39.0%[activator]	2.6%	10.6%
O=C(NC(=O)c1cc(OCC(F)(F)F)ccc1OCC(F)(F)F)Nc1ccccc1	-0.8%	-9.8	0.3%	4.9%	/	-1.6%	/	-3.8	-12.5%	1.4%	0.9%
Cc1ccc2[nH]c(=O)c(C(c3nnnn3C3CCCC3)N(Cc3cccnc3)Cc3ccco3)cc2c1 (stereo unspecified)	1.4%	-9.1	11.2%	1.4%	?	-1.8%	-3.6%	1.6	-1.5%	-1.4%	-4.1%
Cc1occc1-c1nnc(SCC(=O)Nc2ccccc2)n1Cc1ccccc1	2.1%	3.2	-1.5%	0.7%	4.1%	1.0%	0.3%	-5.4	-4.0%	3.4%	-5.3%
CN(C)CCNc1oc(-c2cccc(Cl)c2)nc1C#N	-8.5%	-0.9	14.6%	0.1%	-0.6%	-0.8%	-8.8%	0.6	4.1%	-2.0%	-7.7%
COC(c1ccccc1)c1nnc(CCC(=O)NCCc2ccc(Cl)cc2)o1 (stereo unspecified)	-0.2%	5.0	-7.2%	3.1%	-11.8%	3.0%	0.0%	3.3	-1.0%	0.4%	6.5%
O=S(=O)(NCCc1csc(-c2cccnc2)n1)c1cccc(F)c1	-4.4%	-9.8	-0.6%	-1.8%	10.3%	-1.2%	8.0%	-1.0	-2.2%	1.2%	-7.7%
O=C(CSc1nc2ccc(Nc3nc(N4CCOCC4)nc(N4CCOCC4)n3)cc2s1)Nc1ccccc1Cl	-5.6%	9.7	-0.2%	-0.9%	21.6%	1.9%	0.5%	5.5	-0.7%	1.2%	0.1%
COc1ccc(S(=O)(=O)NCc2csc(-c3cccnc3)n2)cc1	13.6%	10.6	3.7%	0.9%	-17.0%	2.0%	?	-18.8	-2.0%	3.0%	?
CCOC(=O)N1CCN(C(=O)c2ccc(Cl)c(S(=O)(=O)N3CCOCC3)c2)CC1	-3.0%	5.1	8.1%	-0.8%	1.9%	/	0.7%	-16.1	-2.5%	4.1%	9.2%
O=C(Nc1ccccc1NC(=O)c1ccccc1F)c1ccccc1F	0.5%	1.4	0.1%	5.3%	1.4%	-4.4%	-2.6%	-89.2*	0.2%	0.6%	-0.9%
CC(C)N(C(=O)COC(=O)c1cccc(S(=O)(=O)N2CC3(C)CC2CC(C)(C)C3)c1)C(C)C (stereo unspecified)	/	-14.1	13.1%	-0.2%	/	/	/	1.7	1.0%	-7.9%	-24.5%
Cc1ccc(N2CCN(C(=S)c3ccc(-c4cccc([N+](=O)[O-])c4)o3)CC2)cc1	-8.3%	23.2	-23.8%	-13.2%[9.22 µM]	-1.6%	-2.8%	?	3.3	-3.4%	4.1%	-6.5%
CCC1(c2ccccc2)NC(=O)N(CC(=O)NC2CCCC2)C1=O (stereo unspecified)	/	4.1	-2.2%	0.2%	/	/	/	-7.1	-1.6%	0.3%	15.5%
COc1ccccc1CC(=O)N(Cc1ccccc1)c1cccc(C)c1	0.0%	1.5	-2.9%	-0.3%	?	-2.3%	-4.7%	-11.0	-1.0%	1.4%	-11.9%
Cc1cccc2cc3c(N)c(C(=O)N4CCc5ccccc54)sc3nc12	5.0%	6.2	?	5.8%	?	-0.3%	/	4.1	-17.5%	10.2%	-5.3%
N#CCCn1cc(/C=N/O)c(-c2ccc(F)cc2)n1	0.2%	3.5	-7.6%	-0.1%	-10.5%	1.2%	-8.5%	-1.6	-1.8%	3.1%	-14.7%
COc1ccc(NC(=O)COc2ccccc2)cc1NC(=O)c1ccco1	-3.4%	-7.8	?	8.5%	?	2.1%	-4.4%	8.1	-1.6%	2.8%	-1.5%
O=C(CNC(=O)c1cccc(F)c1)N/N=C/c1cc(Br)ccc1OC(=O)/C=C/c1ccco1	14.0%	-6.8	0.1%	?	5.2%	-1.2%	/	5.3	1.8%	-2.9%	-11.1%
CN1CCN(c2ccc(NC(=O)COc3ccc(Cl)cc3Cl)cc2)CC1	-3.2%	-0.7	0.9%	-0.7%	-5.8%	3.1%	-13.9%	29.0	-2.8%	0.7%	7.1%
CCN(CC(=O)Nc1cccc(OC)c1)C(=O)c1ccc(C)s1	-3.7%	0.4	1.9%	1.1%	-1.1%	-2.5%	-3.9%	-0.1	-0.2%	-0.4%	-2.1%
CCOC(=O)C(C)(C)N(Cc1ccc(C)cc1)S(=O)(=O)c1ccc(Cl)c([N+](=O)[O-])c1	8.4%	-16.6	?	-7.4%	-17.5%	-1.5%	9.3%	-2.6	0.6%	-0.3%	-28.7%
Cc1nn(C)c(C)c1/C=C/C(=O)c1ccccc1	0.2%	3.7	?	-5.0%	-9.3%	-4.4%	7.4%	5.4	10.8%	2.8%	-2.6%
Cc1nn2c(c1-c1ccc(Cl)cc1)N=C(c1ccco1)CC2c1ccccc1 (stereo unspecified)	-9.0%	-9.2	?	9.5%	?	-0.3%	-0.9%	5.2	-19.5%	-4.5%	-0.3%
O=C(NCc1cccnc1)C(=O)NCC(c1ccco1)N1CCN(c2ccc(F)cc2)CC1 (stereo unspecified)	8.8%	4.4	-11.5%	-0.1%	-10.9%	-1.8%	/	6.0	9.6%	6.2%	2.2%
CC(=O)Nc1c(I)c(C(=O)N[C@H]2C(O)O[C@H](CO)[C@@H](O)[C@@H]2O)c(I)c(N(C)C(C)=O)c1I (stereo partly specified)	/	10.3	-6.5%	13.6%	/	/	/	-8.0	1.4%	0.5%	-11.8%

Source: PubChem
